TNAP inh hi DEA – blocks human TNAP under high phosphate acceptor concentration; actives 0.03% (n = 200,000); P05186; inhibition, % at 20 µM; purified TNAP, CDP-star luminescence, 1 M DEA;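 active = over 50% inhibition of tissue-nonspecific alkaline phosphatase at 20 µM in the single-dose screen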;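 note: plate controls were DMSO wells for no effect and EDTA-quenched wells as full inhibition for full effect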
S1P3 antagonist – S1P3 (human) receptor antagonism; Q99500; CHO S1P3 NFAT-BLA reporter, FRET fluorescence, antagonist mode; inhibition, % at 4.98 µM; actives 0.27% (n = 170,000); AID 485;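 active = inhibition above the plate cutoff, the mean inhibition of test wells on that plate plus 3 SD, cut at about 28% in these data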;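 note: cells challenged with S1P at its EC80 of 0.8 µM; blue over green emission ratio from cleaved BLA substrate after 4 h stimulation; 0% = S1P-stimulated wells and 100% = unstimulated DMSO-only wells; some compounds past the cut are filed as inactive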
Target sequence (Q99500 whole entry, looked up): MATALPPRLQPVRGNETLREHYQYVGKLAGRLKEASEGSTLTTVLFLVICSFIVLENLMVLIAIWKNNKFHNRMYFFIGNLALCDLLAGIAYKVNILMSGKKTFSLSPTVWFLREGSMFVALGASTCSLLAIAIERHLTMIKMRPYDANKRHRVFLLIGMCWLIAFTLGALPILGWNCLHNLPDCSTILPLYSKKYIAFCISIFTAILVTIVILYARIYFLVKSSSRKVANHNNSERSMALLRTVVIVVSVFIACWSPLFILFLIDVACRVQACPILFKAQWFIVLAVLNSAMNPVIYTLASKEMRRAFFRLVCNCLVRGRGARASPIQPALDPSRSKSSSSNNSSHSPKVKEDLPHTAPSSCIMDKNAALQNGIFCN
TNAP inh no acc – blocks human TNAP activity with no phosphate acceptor present; actives 0.26% (n = 200,000); P05186; inhibition, % at 20 µM; AID 1012; purified TNAP, CDP-star luminescence, 30 min;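 active = tissue-nonspecific alkaline phosphatase inhibition above about 50% at 20 µM in the single-dose screen, limit read from the data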;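 note: 0% = DMSO negative control and 100% = EDTA positive control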
PMI activator – activators of human phosphomannose isomerase; purified human PMI, coupled resazurin fluorescence, 20 min; hits give high values; 1 = vehicle control, 0 substrate-free wells; P34949; activation factor at 20 µM; actives 0.005% (n = 190,000); AID 1214;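 active = activation factor of 2 or more at 20 µM, relative to plate controls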
DTT redox prof – compounds producing H2O2 with reducing agent – biochemical, NIH compound library profiling, artefact control for MLSCN library redox annotation, primary screen; DTT-dependent redox cycling H2O2, phenol red/HRP absorbance; 100% = 100 µM peroxide control, 0% = buffer; activation, % at 10 µM; actives 0.03% (n = 200,000);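 active = activation of at least 50% relative to the plate's high and low controls in the primary single-dose screen; inactive = activation below 50%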;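 note: compound incubated with DTT at 0.8 mM final as the reducing agent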
PMI act hi M6P – activators of human phosphomannose isomerase at near-saturating mannose 6-phosphate. coupled PMI enzyme assay, resazurin fluorescence, 20 min; hits give high values; 1 = untreated enzyme, 0 = substrate-free blank. activation factor at 20 µM. actives 0.34% (n = 190,000);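 active = activation factor of 2 or more at 20 µM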
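Test system: human phosphomannose isomerase with PGI, G6PDH, diaphorase coupling enzymes / Doses: 20 µM compound, 1% DMSO / Times: enzyme reaction with compound 20 min at room temperature / Measured by: Diaphorase-driven resazurin-to-resorufin fluorescence, excitation 544, emission 590 nm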
Hsp70 act – transcriptional activators of Hsp70; HeLa Hsp70 promoter luciferase reporter, luminescence; scaled: vehicle 0, proteasome-inhibitor control 100%; activation, % at 10 µM; actives 0.04% (n = 200,000); AID 1203;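 active = activation above the mean across all tested compounds plus 3 SD, cutoff set per campaign, cut at about 5.5% in these data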;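 note: 100% = MG132 at 30 µM as the positive control and 0% = DMSO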
Efa HMGR inh – inhibitors of class II HMG-CoA reductase from Enterococcus faecalis; purified E. faecalis HMGR, NADPH absorbance 340 nm kinetic; inhibition, % at 10 µM; actives 0.41% (n = 190,000);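 active = inhibition above a set limit, the median over all tested compounds plus 3 SD, cut at about 9.5% in these data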;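 note: enzyme runs in reverse so mevalonate oxidation gives rising NADPH absorbance; 0% = complete reaction with DMSO and 100% = background rate lacking mevalonate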
RAM network inh – yeast RAM network inhibition | inhibition, % at 50 µM | S. cerevisiae dse1pr::URA3 reporter, 5-FOA growth OD615, 2 d; analog-sensitive cbk1-as2 kinase mutant strain | actives 1.8% (n = 190,000);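 active = inhibition above a set limit, 3 SD over mean compound inhibition, cut at about 8.4% in these data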;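 note: 0% = DMSO-only wells with no growth and 100% = 10 µM 1-NA-PP1 full growth; inhibition rescues growth on 5-FOA so higher OD means more RAM inhibition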
Lmaj promast – Leishmania major promastigote growth inhibition. Leishmania major promastigotes, resazurin fluorescence viability. inhibition, % at 10 µM. actives 9% (n = 200,000). AID 1063; in the data active = inhibition above about 50%;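 note: promastigotes grown with compound for 44 hours at 28 °C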
Numbers without * were called inactive; x = no result given. The order is random, and some 12% of all compounds hit somewhere here.

SMILES	TNAP inh hi DEA	S1P3 antagonist	TNAP inh no acc	PMI activator	DTT redox prof	PMI act hi M6P	Hsp70 act	Efa HMGR inh	RAM network inh	Lmaj promast
CCOC(=O)C1CCN(C(c2cc3ccc(C)c(C)c3[nH]c2=O)c2nnnn2C2CCCCC2)CC1 (stereo unspecified)	-3	-4	-16	1.5	1.4	1.8	-0.2	0	0.0	86*
COCCn1nnnc1C(c1ccccc1OC)N1CCN(c2ccccc2F)CC1 (stereo unspecified)	-5	-4	-11	1	1.9	1	0.2	0	2.4	7
COc1ccc(-c2nc(Cn3c(SCc4ccc(C)cc4)nc4ccncc43)c(C)o2)cc1OC	-2	x	-16	1	-0.5	0.9	0.3	-5	0.0	28
O=C(NC1CC2CCC(C1)N2Cc1ccco1)c1ccccc1 (stereo unspecified)	-2	x	1	1	2.9	1	-0.4	-1	0.6	3
CCCCn1c(N)c(N(CC)C(=O)c2cc(Br)ccc2Cl)c(=O)[nH]c1=O	-1	1	-2	1.1	0.2	1	-0.1	-2	2.0	5
CN(C)CCNc1ncnc2ccccc12	2	-16	1	0.9	2.2	1	-0.2	-6	3.8	-1
CNC(=S)N1CCC(NC(=O)C23CC4CC(CC(C4)C2)C3)CC1	-8	-7	-7	0.9	-0.5	1	0.1	1	4.0	-3
NS(=O)(=O)c1ccc(CCNC(=O)CSc2cccs2)cc1	1	0	-6	x	0.5	x	-0.2	-7	1.0	-5
O=C(COc1ccccc1C(=O)Nc1ccccc1)c1ccc(F)cc1	-3	-18	-6	1	-0.5	1	-0.1	-5	3.0	2
OC(COc1ccccc1)CN1C2=NCCCN2c2ccccc21 (stereo unspecified)	-4	-9	-11	0.9	2.6	0.9	-0.3	1	-1.1	22
CC1CCCC(C)N1C(=O)COc1ccc(C(=O)N/N=C/c2ccc(C(=O)O)cc2)cc1 (stereo unspecified)	-3	-12	-11	1.1	-0.6	1	-0.1	4	4.5	-10
CCOC(=O)c1c(C)nc2sc(C(N)=O)c(N)c2c1-c1ccc(OC)cc1	-2	x	-3	1	-1.8	1	-0.3	-3	3.8	94*
O=C(NCc1ccccc1)C1=C[C@H](c2csc3ccccc23)C[C@H](OCCCCO)O1	3	-14	-3	0.8	-1.5	0.5	0.3	0	11*	28
CC(C(=O)NCCCN1CCOCC1)n1cccc1C(=O)c1ccccc1 (stereo unspecified)	-1	-45	-6	1.1	5.6	1.1	0.0	-1	-0.2	-3
COc1cc(NC(=O)c2ccc3c(c2)OCCO3)ccc1NC(=O)c1cccs1	-8	3	-4	1	-0.2	1	-0.2	-4	2.2	-7
Cc1ccc(C)c(S(=O)(=O)NC(Cc2c[nH]c3ccccc23)C(=O)O)c1 (stereo unspecified)	-2	-12	-7	1	-0.4	1	-0.2	1	-0.1	0
O=c1cc(CS(=O)(=O)c2ccccc2)nc(-c2ccncc2)[nH]1	-4	-18	-11	1.1	-0.6	1.1	-0.2	-2	2.1	-6
CNC(=O)COc1cccc(C(=O)NCc2ccccc2)c1	0	-15	1	0.8	0.1	1	-0.1	-6	1.8	-4
O=C(/C=C/c1cccc(Cl)c1)Nc1ncccn1	-4	2	-11	1.1	0.3	1.1	-0.2	1	-1.5	4
NC(=O)c1c(-c2ccccc2)oc2ccc(O)cc12	-4	-2	-8	0.9	3.3	0.9	-0.4	1	0.5	-6
Cc1ccc(C)c(NC(=O)CN(C)C(=O)c2cc3ccccc3o2)c1	1	-4	-1	1.1	0.2	1	0.0	-4	-0.3	3
O=[N+]([O-])c1ccc2ccn(C3OCC(O)C(O)C3O)c2c1 (stereo unspecified)	-5	-3	-11	1	-0.6	1	-0.3	-4	0.9	-4
O=C(Cn1cnc2ccccc2c1=O)c1c[nH]c2ccccc12	-4	4	-2	0.9	2.0	0.9	-0.2	-1	0.0	5
COc1ccc2c(c1)[nH]c(=O)c1sc3ccccc3c12	-6	x	-8	1	-7.8	1	-0.2	2	1.9	-1
CC(C)(C)NC(=O)CSc1nc2ccc(NC(=O)CSc3nnc(N)s3)cc2s1	-4	-12	0	0.9	1.5	0.9	-0.2	0	1.6	71*

12 entries already listed, arranged by formula weight, smallest number first:
SMILES	TNAP inh hi DEA	S1P3 antagonist	TNAP inh no acc	PMI activator	DTT redox prof	PMI act hi M6P	Hsp70 act	Efa HMGR inh	RAM network inh	Lmaj promast
NC(=O)c1c(-c2ccccc2)oc2ccc(O)cc12	-4	-2	-8	0.9	3.3	0.9	-0.4	1	0.5	-6
COc1ccc2c(c1)[nH]c(=O)c1sc3ccccc3c12	-6	x	-8	1	-7.8	1	-0.2	2	1.9	-1
O=[N+]([O-])c1ccc2ccn(C3OCC(O)C(O)C3O)c2c1 (stereo unspecified)	-5	-3	-11	1	-0.6	1	-0.3	-4	0.9	-4
CNC(=O)COc1cccc(C(=O)NCc2ccccc2)c1	0	-15	1	0.8	0.1	1	-0.1	-6	1.8	-4
O=C(Cn1cnc2ccccc2c1=O)c1c[nH]c2ccccc12	-4	4	-2	0.9	2.0	0.9	-0.2	-1	0.0	5
O=c1cc(CS(=O)(=O)c2ccccc2)nc(-c2ccncc2)[nH]1	-4	-18	-11	1.1	-0.6	1.1	-0.2	-2	2.1	-6
Cc1ccc(C)c(NC(=O)CN(C)C(=O)c2cc3ccccc3o2)c1	1	-4	-1	1.1	0.2	1	0.0	-4	-0.3	3
CC(C(=O)NCCCN1CCOCC1)n1cccc1C(=O)c1ccccc1 (stereo unspecified)	-1	-45	-6	1.1	5.6	1.1	0.0	-1	-0.2	-3
CCOC(=O)c1c(C)nc2sc(C(N)=O)c(N)c2c1-c1ccc(OC)cc1	-2	x	-3	1	-1.8	1	-0.3	-3	3.8	94*
CC1CCCC(C)N1C(=O)COc1ccc(C(=O)N/N=C/c2ccc(C(=O)O)cc2)cc1 (stereo unspecified)	-3	-12	-11	1.1	-0.6	1	-0.1	4	4.5	-10
O=C(NCc1ccccc1)C1=C[C@H](c2csc3ccccc23)C[C@H](OCCCCO)O1	3	-14	-3	0.8	-1.5	0.5	0.3	0	11*	28
CC(C)(C)NC(=O)CSc1nc2ccc(NC(=O)CSc3nnc(N)s3)cc2s1	-4	-12	0	0.9	1.5	0.9	-0.2	0	1.6	71*
